# FAS-TE inh = inhibitors of human fatty acid synthase thioesterase domain; P49327; recombinant FAS-TE, OMFH fluorogenic substrate, fluorescence endpoint; inhibition, % at 15 µM; 360,000 tested, 0.67% active; AID 602261;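 active = compounds whose normalised, plate-corrected inhibition of enzyme fluorescence in the single-dose primary screen is 50% or more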;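 also: 0% = DMSO with enzyme and 100% = substrate without enzyme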
# CSN deneddyl inh = inhibitors of human CSN-mediated cullin deneddylation; Q92905; Purified CSN, SCF-Nedd8-OG deneddylation, fluorescence polarization; inhibition, % at 12.5 µM; 360,000 tested, 0.38% active;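 active = pattern-corrected inhibition above about 35%, with an unprinted fluorescence ratio check between 0.5 and 1.5, limit read from the data, passing the limit was not always enough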;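 also: 0% = enzyme with substrate and 100% = substrate without enzyme; some results filed as inactive read as strong as hits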
# Target sequence (Q92905 whole entry, looked up, one chain of several): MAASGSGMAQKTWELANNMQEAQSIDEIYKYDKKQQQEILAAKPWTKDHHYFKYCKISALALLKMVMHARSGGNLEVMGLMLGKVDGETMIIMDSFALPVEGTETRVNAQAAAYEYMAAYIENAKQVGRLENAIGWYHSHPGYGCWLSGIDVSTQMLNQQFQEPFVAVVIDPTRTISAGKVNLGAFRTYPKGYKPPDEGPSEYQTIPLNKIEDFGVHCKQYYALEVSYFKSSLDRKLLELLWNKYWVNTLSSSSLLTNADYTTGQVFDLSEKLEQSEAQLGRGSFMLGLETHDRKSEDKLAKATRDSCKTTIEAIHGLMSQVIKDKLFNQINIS
#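 Test system: purified human Csn5 enzyme expressed in HEK293T cells. Amount: 0.24 nM enzyme. Reagent: SCFSkp2-Nedd8OG substrate at 10 nM final. Schedule: 90 min incubation of compound, enzyme and substrate at room temperature. Detection: fluorescence polarization. Read-out: % inhibition of substrate cleavage by Csn5.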
# Rin1 Abl inh = blocks binding of human Rin1 to Abl; P00519+Q13671; TR-FRET Rin1/Abl binding, biochemical; inhibition, % at 7.35 µM; 360,000 tested, 0.4% active; AID 588664; in the data active = inhibition above about 5%, passing the limit was not always enough
# Rpn11 inh = inhibitors of human proteasome Rpn11; O00487; 360,000 tested, 0.59% active; calls only at 20 µM; human 26S proteasome, Ub4-pepOG fluorescence polarization; 20S core pre-blocked with epoxomicin; AID 588493;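 active = inhibition at 20 µM, scaled to each plate's controls, above about 33%, limit read from the data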
# Neddyl block = cullin neddylation inhibition. P61081+Q13564. TR-FRET cullin neddylation, biochemical. calls only at 25 µM. 360,000 tested, 0.58% active. AID 651699; in the data active = inhibition above about 36%
# Target sequence (P61081 whole entry, looked up): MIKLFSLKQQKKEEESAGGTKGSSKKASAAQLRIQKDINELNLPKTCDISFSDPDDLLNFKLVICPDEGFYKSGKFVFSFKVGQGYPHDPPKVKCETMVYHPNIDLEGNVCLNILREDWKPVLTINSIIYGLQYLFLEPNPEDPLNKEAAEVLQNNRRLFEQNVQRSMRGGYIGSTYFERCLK
# Target sequence (Q13564 whole entry, looked up): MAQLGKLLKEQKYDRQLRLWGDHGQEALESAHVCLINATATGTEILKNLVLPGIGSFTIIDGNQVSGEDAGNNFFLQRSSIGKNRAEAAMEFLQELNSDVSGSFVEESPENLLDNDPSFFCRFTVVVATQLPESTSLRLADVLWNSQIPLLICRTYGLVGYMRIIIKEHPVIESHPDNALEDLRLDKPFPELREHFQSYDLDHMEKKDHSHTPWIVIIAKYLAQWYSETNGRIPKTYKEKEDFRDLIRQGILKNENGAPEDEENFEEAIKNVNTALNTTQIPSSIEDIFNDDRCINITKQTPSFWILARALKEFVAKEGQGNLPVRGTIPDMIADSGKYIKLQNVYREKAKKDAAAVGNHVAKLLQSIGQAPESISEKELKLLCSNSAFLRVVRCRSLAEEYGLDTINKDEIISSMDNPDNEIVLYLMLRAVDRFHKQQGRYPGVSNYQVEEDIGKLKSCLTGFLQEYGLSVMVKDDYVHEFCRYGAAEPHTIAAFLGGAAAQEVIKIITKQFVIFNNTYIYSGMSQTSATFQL
# SKN-1 inh = C. elegans SKN-1 inhibition; 360,000 tested, 0.49% active; C. elegans VP596 Pgst-4::GFP/RFP ratio, acrylamide-induced, 24 h; inhibition, % at 21.8 µM;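 active = interference check ratio from 0.5 to 1.5 plus GFP to RFP signal ratio inhibition reaching or exceeding a fixed threshold, cut at about 30% in these data, passing the limit was not always enough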; also: some compounds called inactive have numbers as strong as hits
# MT1-MMP act inh = inhibitors of human MT1-MMP activation; GFP/RFP ratio change, % at 20 µM; 360,000 tested, 0.061% active; HT1080 RFP-PRO-GFP cells, GFP/RFP ratio fluorescence, overnight; percent of plate control window, DMSO zero;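 active = GFP/RFP ratio change of at least 30% with cell ATP level not reduced by more than half and red fluorescence within 50% of control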; also: strong numbers were not always called active
#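 system = RFP-PRO-GFP reporter HT1080 cells | dosing = 20 µM single dose, 1% DMSO | timing = overnight cell settling, then overnight compound exposure, 37 °C, 5% CO2 | read-out basis = GFP/RFP fluorescence ratio | controls = DMSO and RFP-L50D-GFP cell wells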
# NadD block = NadD (S. aureus) enzyme inhibition. purified NadD enzyme, colorimetric absorbance read-out. inhibition, % at 20 µM. 360,000 tested, 0.78% active; in the data active = inhibition above about 26%; also: some compounds past the cut are filed as inactive
# PABP1 MLLE inh = inhibitors of microRNA-mediated deadenylation, human PABP1 MLLE binding; inhibition, % at 20 µM; GST-MLLE / FITC-PAM2 fluorescence polarization; 360,000 tested, 0.36% active; P11940; AID 588489; in the data active = inhibition above about 35%, passing the limit was not always enough;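 also: plate controls were DMSO wells with GST-MLLE for no effect and wells lacking GST-MLLE protein for full effect; some results filed as inactive read as strong as hits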
# Numbers without * were called inactive; i = inactive; . = not tested or not shown; + = active, no number.
# Every second line gives: FAS-TE inh	CSN deneddyl inh	Rin1 Abl inh	Rpn11 inh	Neddyl block	SKN-1 inh	MT1-MMP act inh	NadD block	PABP1 MLLE inh
- CN1CCc2cc3c(c4c2[C@H]1[C@H](O)c1ccccc1-4)OCO3
    -10.2	-12.8	-10.3	i	i	23.7	17.5	5.5	67.9*
- CC(C)(C)NC(=O)COC(=O)CCC(=O)c1ccc(F)cc1
    -3.5	7.9	-2.0	i	i	5.9	0.4	-1.2	8.1
- CCc1nc(C)cn1S(=O)(=O)c1ccc2c(c1)OCCO2
    -4.5	-4.3	-0.8	i	i	-17.8	0.9	2.2	9.8
- CC[C@]12c3[nH]c4ccccc4c3CCN1C(=O)C(CC(=O)NCCc1ccccn1)C[C@@H]2C(=O)N1CCN(C(=O)C2CC2)CC1 (some centres undefined)
    3.6	-0.6	-3.7	i	i	-9.1	0.1	3.2	2.5
- O=C1N=c2ccccc2=C1c1sc(=S)n(NC(=O)c2cccc(O)c2)c1O
    -3.8	7.2	-1.4	i	i	4.0	2.1	21.4	30.9
- COc1cc(CC(=O)OCC(=O)Nc2cccc([N+](=O)[O-])c2)cc(OC)c1OC
    3.4	-0.9	-2.2	i	i	-3.6	-0.1	-3.5	7.5
- NC(=O)Cn1c(=O)n(CC(=O)N2CCCCC2)c(=O)c2sccc21
    -7.8	0.1	2.0	i	i	2.5	-1.1	-4.9	16.1
- O=C(COc1ccc2c3c(c(=O)oc2c1)CCCC3)NCCCn1ccnc1
    -2.3	-0.9	0.7	i	i	-7.8	2.9	-2.2	5.8
- COc1cc(C(=O)NCC2CCCO2)ccc1OCc1ccccc1Cl (centres undefined)
    -4.5	2.8	1.6	i	i	-8.5	2.7	-7.2	1.6
- CC1CCN(S(=O)(=O)c2ccc3c(c2)N(C)C(=O)CC(=O)N3C)CC1
    -3.1	-2.9	-1.6	i	i	12.6	-2.0	3.5	-103.6
- Cc1ccc(S(=O)(=O)N2CCOCC2)cc1C(=O)OCC(=O)N1CCc2ccccc2C1
    5.2	0.4	0.9	i	i	10.2	-1.4	-2.3	-2.2
- Cc1ccc(OCCOC(=O)Cn2nc(C)c([N+](=O)[O-])c2C)cc1
    -4.5	2.4	-1.6	i	i	-9.5	3.0	-1.9	-15.7
- O=C(Cn1nc(C(=O)O)c2ccccc2c1=O)Nc1cccc(S(=O)(=O)N2CCCC2)c1
    -3.4	-13.0	1.2	i	i	-7.0	8.8	-0.7	-20.7
- CCS(=O)(=O)c1ccc2oc(SCC(=O)Nc3ccc(OC)cc3)nc2c1
    -3.8	5.6	0.6	i	i	-8.4	3.8	4.1	-18.9
- O=C(Nc1ccc(N2CCOCC2)cc1N1CCOCC1)c1cccc([N+](=O)[O-])c1
    1.9	3.8	-3.8	i	i	1.5	-2.2	-6.6	-12.6
- O=C(Nc1ccc2c(c1)C(=O)NC2=O)c1cccc(C(F)(F)F)c1
    -7.4	3.1	2.0	i	+	3.1	0.0	-4.7	-12.2
- Cc1ccc(S(=O)(=O)NCc2ccc(C(=O)NCCCN3CCC(Cc4ccccc4)CC3)cc2)cc1
    -1.4	1.9	3.0	i	i	12.8	-0.9	1.0	2.8
- COc1ccc(CCNc2nc(-c3ccc(O)cc3)cs2)cc1OC
    2.6	0.7	0.7	i	i	13.7	8.6	1.3	-30.3
- CCOC(=O)c1sc(NC(=O)CCN2CCCCCC2)c(C(=O)OCC)c1C
    7.6	5.2	-1.6	i	i	11.8	3.5	-3.2	-11.4
- CC(C)Oc1ccc(OCCNC2CCCC2)cc1
    -7.9	1.1	-3.0	i	i	3.0	3.0	-7.8	3.2
- O=C(NNC(=O)c1ccc(-n2cncn2)c([N+](=O)[O-])c1)c1ccc(Cl)cc1
    -5.2	1.9	-3.3	i	i	-1.6	0.8	-5.6	-38.2
- Cc1ccc(Nc2c(O)nc[nH]c2=O)cc1C
    -2.0	4.3	1.3	i	i	2.2	0.6	3.0	-3.1
- COc1ccc(N2CC(NS(=O)(=O)c3cccs3)CC2=O)cc1 (centres undefined)
    -7.8	-0.4	0.8	i	i	-7.0	1.9	-4.8	-7.8
- Cc1ccccc1CN1CCN(C2CCC2)CC1CCO (centres undefined)
    -3.0	0.0	3.2	i	i	-1.8	-1.3	-6.3	-7.4
- O=S(=O)(c1ccc(F)c(F)c1)N1CCN(CCc2ccccc2)CC1
    10.4	4.6	3.0	i	i	1.8	1.4	0.3	17.0
- CCn1cc(CN2CCCC(C(=O)Nc3cccc(-c4cc5ccccc5[nH]4)c3)C2)cn1 (centres undefined)
    1.9	-1.9	-1.0	i	i	3.6	2.4	-8.7	-16.4
- Cc1ccc(-n2c(SCC(=O)Nc3ccc4c(c3)OCO4)nnc2-c2ccccn2)cc1
    -9.5	1.0	-1.3	i	i	8.8	7.7	14.3	4.2
- CCC(CC)C(=O)NCCN1CCN(C(=O)C(CC)CC)CC1
    -8.9	8.2	5.0	i	i	-16.9	2.4	2.9	2.9
- CCN(Cc1ccccc1)C(=O)CSc1nc(C)cc(=O)[nH]1
    -4.5	-4.6	1.4	i	i	-19.7	3.5	-4.1	33.8
- Cc1csc(NC(=O)CCCC(=O)c2ccccc2)n1
    -0.5	-1.8	0.1	i	i	10.1	1.7	-3.6	-14.2

# Pulled by compound from above:
# Every second line gives: FAS-TE inh	CSN deneddyl inh	Rin1 Abl inh	Rpn11 inh	Neddyl block	SKN-1 inh	MT1-MMP act inh	NadD block	PABP1 MLLE inh
- Cc1ccc(OCCOC(=O)Cn2nc(C)c([N+](=O)[O-])c2C)cc1
    -4.5	2.4	-1.6	i	i	-9.5	3.0	-1.9	-15.7
- Cc1ccc(S(=O)(=O)N2CCOCC2)cc1C(=O)OCC(=O)N1CCc2ccccc2C1
    5.2	0.4	0.9	i	i	10.2	-1.4	-2.3	-2.2

# The list continues.
# Every second line gives: FAS-TE inh	CSN deneddyl inh	Rin1 Abl inh	Rpn11 inh	Neddyl block	SKN-1 inh	MT1-MMP act inh	NadD block	PABP1 MLLE inh
- COc1ccc(C)cc1S(=O)(=O)N1CCC2(CC1)OCCN2S(=O)(=O)c1cccs1
    18.9	3.7	0.4	i	i	-1.0	1.9	-3.5	2.3
- O=C(CCc1c[nH]c2ccccc12)NC(Cc1ccccc1)C(=O)O (centres undefined)
    -5.6	-3.3	3.2	i	i	-3.4	-4.7	-3.6	-3.2
- CC(=O)N1CSCC1C(=O)NNS(=O)(=O)c1cccc(C(F)(F)F)c1 (centres undefined)
    -6.8	-3.4	-2.0	i	i	-20.8	-3.3	-4.9	-9.4
- COc1ccc(OC)c(NC(=O)c2cc3ccccc3cc2OC)c1
    16.3	-0.9	-0.3	i	i	-6.3	3.5	-4.2	-10.0
- CN1CCN(Cc2cccc(Oc3ccc(Cl)cc3)c2)CC1
    -5.3	-1.4	-3.6	i	i	16.4	0.2	-8.0	0.3
- O=C1NCC(CN(c2ccccc2)c2ccccc2)O1 (centres undefined)
    -2.6	-1.8	-1.3	i	i	17.8	-3.4	-3.5	-1.2
- Cc1nn(Cc2ccc(Cl)cc2)c(C)c1NC(=O)c1ccc([N+](=O)[O-])cc1
    1.6	3.9	0.5	i	i	6.6	1.2	-5.9	9.1
- CC1(C)OC(=O)C(=CSc2ccc(C(C)(C)C)cc2)C(=O)O1
    -1.7	-12.4	2.8	i	i	6.4	-2.2	-7.0	17.6
- CC(C)(C)c1ccc(-c2conc2N)cc1
    7.3	0.3	-2.5	i	i	8.1	-0.3	-3.0	-5.2
- Cc1c(-c2c(C#N)c(N)nc3c2CCCCCC3)cnn1C
    -10.0	-2.2	-1.1	i	i	-8.3	2.9	3.9	-6.1
- CCc1nc2c(OCc3ccc(C(F)(F)F)cc3)cccn2c1N(C)C(=O)c1ccncc1
    -2.7	-4.4	0.3	i	i	54.3*	-4.7	-2.9	14.2
- CCCC1(C(=O)OCC)NC(c2ccc(N(C)C)cc2)C2C(=O)N(c3ccc(F)cc3)C(=O)C21 (centres undefined)
    4.7	-1.6	-3.5	i	i	29.8	1.7	2.3	-18.0
- CCN=C1S/C(=C\c2ccc(O)c(OCC)c2)C(=O)N1CC
    1.4	-3.6	-1.1	i	i	0.1	-6.6	-5.9	-4.5
- O=C(CSc1ccc([N+](=O)[O-])cc1)NCC1CCCCC1
    55.2*	-2.5	2.0	i	i	3.9	-2.7	-5.8	13.0
- Fc1ccc(CNc2ccccn2)cc1
    -2.1	6.0	-2.5	i	i	0.2	1.1	4.7	-5.7
- CC(C)OCCCNc1nc2c(c(=O)n(Cc3ccccc3F)c(=O)n2C)n1C
    -3.9	4.6	-2.3	i	i	-10.1	3.6	-3.7	-6.9
- O=C(CN1CCOCC1)Nc1ccc(-c2nc3ccccc3[nH]2)cc1
    -4.4	-1.7	-3.6	i	i	6.8	10.7	3.3	-3.8
- Cc1nc(CN2C(=O)C3(CCC3)ON=C2c2cccc(Cl)c2)cs1
    -5.0	-10.7	-0.8	i	i	4.3	3.7	-2.3	1.6
- CCn1nc(C)c(CNC(=O)CC2C(=O)NCCN2CC(C)(C)C)c1C (centres undefined)
    -7.6	1.6	-4.5	i	i	6.2	1.0	8.1	-5.1
- CCCCn1c(N)c(N(CCC(C)C)C(=O)c2sc3nc4n(c(=O)c3c2C)CCC4)c(=O)[nH]c1=O
    -2.3	0.3	0.4	i	i	15.0	-0.5	3.7	-0.4
- Cc1nc2ccccc2n1Cc1n[nH]c(=S)n1-c1ccc(Cl)cc1
    -16.2	-0.9	5.8	i	i	0.4	10.2	2.8	-23.5
- O=C(N/N=C/c1cc2c(cc1Cl)OCO2)c1cccc(Br)c1
    12.4	0.8	-2.0	i	i	15.9	3.5	2.8	10.8
- Cc1ccc(CSc2nnc([C@@H]3CCCN3C(=O)OC(C)(C)C)o2)cc1
    6.0	-3.6	4.2	i	i	-14.0	-0.2	-4.3	5.1
- CCN(CC(=O)NCc1ccc(Cl)cc1)C(=O)CCOc1ccc(C)cc1
    4.4	1.6	0.6	i	i	2.0	2.3	-5.1	-6.6
- Cc1ccc(S(=O)(=O)/N=C(\N)Nc2nc(C)c3ccccc3n2)cc1
    12.0	1.6	1.8	i	i	13.4	3.2	-2.8	-1.8
- CC(C)(c1ccc(O)cc1)c1ccc(O)c(C(=O)O)c1
    -3.6	-0.9	-5.4	i	.	-4.1	-0.9	-6.1	6.8
- CCc1ccccc1NC(=S)N(CCN1CCOCC1)Cc1ccccc1F
    5.3	7.1	1.0	i	i	-13.3	-5.8	-8.9	-17.6
- Cc1cccc(N2C(=O)C(O)=C(C(=O)c3cccs3)C2c2ccc(F)cc2)n1 (centres undefined)
    -3.6	0.0	1.9	i	i	5.3	-2.5	3.5	1.5
- O=C(NCCc1ccccc1)C1CCC(CNS(=O)(=O)c2ccc(F)cc2)CC1 (centres undefined)
    -6.5	-1.1	-2.0	i	i	8.7	-2.5	-4.2	16.1
- COc1ccc(C(=O)CSc2nnc(-c3cc4ccccc4cc3O)n2Cc2ccco2)cc1
    -3.7	-1.3	-2.1	i	i	-16.3	5.1	-7.6	6.0
- O=C(CC12CC3CC(CC(C3)C1)C2)NCc1ccccc1
    0.3	3.1	-1.3	i	i	16.1	-0.2	-3.3	8.0
- COc1ccc(COc2cc(-c3cccc(OC)c3)nc3ccc(NC(=O)c4ccc(OC)cc4)cc23)cc1
    33.9	1.6	0.8	i	i	11.5	12.2	24.8	2.5
